NCOA1 inh – human NCOA1 inhibition. HEK293 GAL4-SRC1 luciferase reporter, luminescence. 360,000 tested, 0.12% active. Q15788. inhibition, % at 3.6 µM;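 active = inhibition above the campaign mean plus 3 SD, with each screening campaign given its own cutoff, cut at about 60% in these data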;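 also: 0% = DMSO treated cells and 100% = gossypol at 36 µM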
NCOA3 inh – inhibitors of human steroid receptor coactivator 3 (SRC3). 360,000 tested, 0.17% active. HEK293 GAL4-SRC3 luciferase reporter, luminescence. inhibition, % at 3.6 µM. Q9Y6Q9;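 active = inhibition above a per-campaign cutoff, the mean of all compounds plus 3 SD, cut at about 60% in these data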;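 also: 0% = DMSO-treated cells and 100% = gossypol-treated cells at 36 µM; higher means less SRC3-driven luciferase light from the GAL4 reporter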
Target sequence (Q9Y6Q9 whole entry, looked up, the tested form may be a part): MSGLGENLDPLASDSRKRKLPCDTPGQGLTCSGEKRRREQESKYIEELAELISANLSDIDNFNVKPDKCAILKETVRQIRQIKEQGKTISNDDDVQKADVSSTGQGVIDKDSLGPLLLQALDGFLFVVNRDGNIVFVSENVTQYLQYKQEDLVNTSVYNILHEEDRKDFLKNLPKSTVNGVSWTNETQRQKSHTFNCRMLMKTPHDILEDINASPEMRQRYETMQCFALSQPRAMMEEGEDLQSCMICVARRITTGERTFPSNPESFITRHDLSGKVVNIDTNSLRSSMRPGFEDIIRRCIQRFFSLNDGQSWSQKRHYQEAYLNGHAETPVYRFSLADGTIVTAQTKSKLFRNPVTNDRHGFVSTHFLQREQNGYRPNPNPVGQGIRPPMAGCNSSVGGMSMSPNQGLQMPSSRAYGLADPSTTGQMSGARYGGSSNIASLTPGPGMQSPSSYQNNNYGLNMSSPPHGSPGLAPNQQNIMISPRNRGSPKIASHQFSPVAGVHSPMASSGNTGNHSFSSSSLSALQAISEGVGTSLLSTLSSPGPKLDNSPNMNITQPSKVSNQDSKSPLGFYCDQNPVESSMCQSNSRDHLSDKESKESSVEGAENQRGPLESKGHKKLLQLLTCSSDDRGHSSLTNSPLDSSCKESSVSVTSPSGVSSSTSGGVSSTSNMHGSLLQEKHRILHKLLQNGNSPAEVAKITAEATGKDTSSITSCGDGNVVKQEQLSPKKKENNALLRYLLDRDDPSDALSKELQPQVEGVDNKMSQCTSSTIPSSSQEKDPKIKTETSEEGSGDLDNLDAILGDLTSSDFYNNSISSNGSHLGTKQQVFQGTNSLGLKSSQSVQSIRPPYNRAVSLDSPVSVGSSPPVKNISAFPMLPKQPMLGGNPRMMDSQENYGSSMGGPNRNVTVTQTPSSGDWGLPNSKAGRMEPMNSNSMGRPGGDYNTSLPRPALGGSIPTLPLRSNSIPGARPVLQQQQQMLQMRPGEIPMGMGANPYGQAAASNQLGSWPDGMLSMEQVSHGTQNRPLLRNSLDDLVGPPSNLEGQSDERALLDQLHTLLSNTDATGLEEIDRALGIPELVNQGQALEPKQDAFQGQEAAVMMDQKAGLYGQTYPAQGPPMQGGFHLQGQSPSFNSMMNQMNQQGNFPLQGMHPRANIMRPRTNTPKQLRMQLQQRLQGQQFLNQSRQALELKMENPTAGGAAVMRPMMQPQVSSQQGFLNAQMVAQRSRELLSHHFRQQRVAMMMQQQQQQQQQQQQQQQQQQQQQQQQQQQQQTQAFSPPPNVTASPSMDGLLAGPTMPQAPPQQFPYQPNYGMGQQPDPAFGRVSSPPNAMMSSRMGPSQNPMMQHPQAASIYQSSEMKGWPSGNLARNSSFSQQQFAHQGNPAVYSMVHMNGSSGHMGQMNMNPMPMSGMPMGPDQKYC
TLR9-MyD88 block – TLR9-MyD88 interaction inhibition; Q9NR96+Q99836; CHO BLA complementation TLR9-MyD88, CCF4 FRET ratio; inhibition, % at 4.98 µM; 340,000 tested, 0.21% active; AID 504734;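 active = inhibition above the mean over all tested compounds plus 3 SD, cut at about 21% in these data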;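 also: 0% = DMSO only wells and 100% = clavulanate BLA inhibitor control wells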
MC4R antagonist – antagonists of human melanocortin 4 receptor (MC4R); P32245; MC4R-expressing cells, MTII-stimulated cAMP, LANCE TR-FRET; inhibition, % at 6.5 µM; 360,000 tested, 0.48% active; AID 540295;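 active = inhibition above its plate's cutoff, the mean of tested wells on that plate plus 3 SD, cut at about 29% in these data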;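 also: 0% = Melanotan II alone and 100% = Melanotan II plus saturating MCL0020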
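Material: human MC4R-expressing U2OS cells. Probe or stimulus: Melanotan II challenge. Dosing: 6.5 µM single dose. Times: 30-min compound, 1-h challenge, 1-h detection, room temperature. Technique: TR-FRET with Eu-cAMP and labeled anti-cAMP, 671 nm. Replication: singlicate.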
MC4R ag barr – agonists of human melanocortin 4 receptor (MC4R) beta-arrestin; P32245; U2OS MC4R beta-arrestin complementation, luminescence; percent of melanotan II response, DMSO zero; activation, % at 8.9 µM; 360,000 tested, 0.98% active; AID 540308;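 active = activation above a per-plate cutoff, the mean activation of sample wells on that plate plus 3 SD, cut at about 8% in these data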
NOD2 RIPK2 PPI – NOD2-RIPK2 protein interaction inhibition; AID 624267; CHO BLA complementation NOD2-RIPK2, CCF4 ratio; 360,000 tested, 0.38% active; inhibition, % at 4.98 µM; in the data active = inhibition above about 21%;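 also: 0% = vehicle only and 100% = reference blocker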
COUP-TFII inh – blocks human COUP-TFII nuclear receptor; P24468; HEK293T NGFI-A luciferase reporter, luminescence; inhibition, % at 8.6 µM; 370,000 tested, 0.7% active; AID 686940;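 active = inhibition above a per-plate cutoff, mean inhibition of test wells between control levels plus 3 SD, cut at about 38% in these data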;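 also: cells cotransfected with COUP-TFII expression vector driving the NGFI-A reporter; 0% = median of COUP-TF2 test wells and 100% = reporter-only cells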
ABHD5-PLIN5 inh – ABHD5-PLIN5 protein interaction inhibition | Q00G26+Q8WTS1 | Split G. princeps luciferase complementation, luminescence, 4 h | inhibition, % at 4 µM | 360,000 tested, 0.78% active;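 active = inhibition above the mean inhibition across every tested compound plus 3 SD, cut at about 22% in these data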;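 also: 0% = DMSO only wells and the 100% control is not disclosed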
LRH-1 inv ag – suppresses constitutive activity of human LRH-1; HEK293T StAR-luciferase reporter, LRH-1 transfected, 24 h; inhibition, % at 3.6 µM; 360,000 tested, 0.13% active;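 active = inhibition above the mean inhibition of all tested compounds plus 3 SD, cut at about 73% in these data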;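 also: 0% = DMSO wells and 100% = reporter-only cells lacking LRH-1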
NCOA2 inhibitor – inhibits human steroid receptor coactivator 2 | Q15596 | HEK293 GAL4-SRC2 luciferase reporter, luminescence | inhibition, % at 9 µM | 370,000 tested, 0.17% active;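 active = inhibition above the mean inhibition of all tested compounds plus 3 SD, set per campaign, cut at about 52% in these data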;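 also: 0% = DMSO treated cells and 100% = cells given Gossypol at 36 µM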
EBV LMP1 NFkB – Epstein-Barr LMP1 NF-kappaB reporter inhibition; LMP1-induced NF-kappaB luciferase reporter cells, luminescence; inhibition, % at 12.5 µM; AID 504558; 350,000 tested, 0.69% active; in the data active = inhibition above about 41%;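 also: 0% = neutral control wells and 100% = reference inhibitor control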
The depositor's hits bear a star; nt = not tested or not shown. Only part of the results is shown; the hit share may differ from the screen's.

SMILES	NCOA1 inh	NCOA3 inh	TLR9-MyD88 block	MC4R antagonist	MC4R ag barr	NOD2 RIPK2 PPI	COUP-TFII inh	ABHD5-PLIN5 inh	LRH-1 inv ag	NCOA2 inhibitor	EBV LMP1 NFkB
CCC(=O)Nc1cc(C(=O)O)ccc1S(=O)(=O)c1ccc(C)cc1	0	5	8	0	-2.4	-2	-14	0	9	-24	-3
O=C(Nc1ccccc1)c1ccccc1NC(=O)C(F)(F)F	-32	-11	-8	1	-1.6	7	-24	-1	-52	-50	-11
Cc1c([N+](=O)[O-])cc(C(=O)NCc2ccc(F)cc2)cc1[N+](=O)[O-]	1	0	-4	23	-1.4	-2	5	-3	-6	-6	-12
COc1ccc(C2=Nc3ccccc3C2(O)CCN2C(=O)c3ccccc3C2=O)cc1 (configuration not stated)	-29	-6	7	1	2.9	-6	-17	2	-19	-11	-10
CCCNc1ccc(C(=O)OCC)cc1[N+](=O)[O-]	-128	-59	-6	-25	1.3	18	-13	0	-40	-44	-29
CCN(CC)C(=O)COC(=O)c1cc(-c2ccc(OC)cc2)nc2ccccc12	2	-31	-3	13	0.6	-7	-1	6	-16	2	3
Nc1nnc(-c2ccccc2F)s1	-19	-8	nt	1	-0.3	-17	-9	-1	-1	-17	-13
O=C(/C=C/c1ccccc1[N+](=O)[O-])N1CCCCC1	-62	-6	0	0	-2.7	3	-20	1	-13	-4	-11
Cc1ccc(C(=O)CC(SCC(=O)O)c2ccc([N+](=O)[O-])cc2)cc1 (configuration not stated)	-1	-1	-4	13	-0.2	11	9	11	-11	5	8
COc1ccc(-n2nc(C(=O)NCC(=O)N3CCCC(C)C3)c3ccccc3c2=O)cc1 (configuration not stated)	-31	-14	-8	6	0.2	1	-39	3	-15	-20	-15
Cc1cc(F)cc(-c2cc(C(=O)NCC3CCCCC3)[nH]n2)c1	-10	-25	nt	-3	13*	12	-16	-7	13	-18	nt
COCC(=O)Nc1nc2n(n1)C(c1ccc(OC)cc1)CC(c1ccc(OC)cc1)N2 (configuration not stated)	-1	6	-4	8	-1.1	-1	8	-2	12	3	-7
CC(=O)Nc1ccc(NC(=O)C/C(C)=N/NC(=O)c2cccc3ccccc23)cc1	-14	-11	-7	0	-1.2	4	-3	-2	2	4	-7
COc1ccc(CCNC(=O)COC(=O)c2cc(S(=O)(=O)N3CCOCC3)ccc2C)cc1OC	-5	1	-7	8	0.7	3	2	-5	9	-10	-1
COc1ccc(N2CCN(C(=O)c3ccc(CS(=O)Cc4ccc(Cl)cc4)o3)CC2)cc1 (configuration not stated)	-20	12	5	1	-1.9	-1	2	7	20	16	-6

Quoted from the listing.
`Nc1nnc(-c2ccccc2F)s1` – NCOA2 inhibitor = -17
`COc1ccc(N2CCN(C(=O)c3ccc(CS(=O)Cc4ccc(Cl)cc4)o3)CC2)cc1` (configuration not stated) – LRH-1 inv ag = 20

Later entries.
SMILES	NCOA1 inh	NCOA3 inh	TLR9-MyD88 block	MC4R antagonist	MC4R ag barr	NOD2 RIPK2 PPI	COUP-TFII inh	ABHD5-PLIN5 inh	LRH-1 inv ag	NCOA2 inhibitor	EBV LMP1 NFkB
Fc1ccccc1C1CCN(Cc2nc(COc3ccccc3)no2)C1 (configuration not stated)	-27	1	-2	20	0.7	3	-13	-3	0	-20	-3
c1cncc(-c2nc(NCCCn3ccnc3)c3ccccc3n2)c1	16	14	-3	15	0.8	-2	1	8	18	-10	-2
CC1=C(C)CS(=O)N(S(=O)(=O)c2ccccc2)C1 (configuration not stated)	-4	-8	7	-3	-1.9	3	1	58*	12	1	11
CN(CC(=O)Nc1ccccc1Br)C(=O)CNC(=O)C1CCCCC1	-64	12	-10	-1	-1.0	4	-26	3	-7	22	-9
COC(=O)CCC(=O)Nc1ccc(Br)cc1	-4	1	-2	1	-2.4	1	2	-7	3	-17	3
O=C(COC(=O)C1=NN(c2ccccc2)C(=O)CC1)NCc1ccccc1Cl	-7	-2	6	3	-1.7	-50	-15	-5	-8	-8	-7
Cc1cccc(OCC(=O)Nc2ccccc2F)c1	-76	-73	-5	3	-1.4	2	-59	-6	-73	-34	-5
CN(CCN1CCOCC1)C(=O)CC1C(=O)NCCN1Cc1ccccc1F (configuration not stated)	-2	13	-2	-1	-2.9	-5	1	2	5	-6	-1
C#CCOCCOCCOCCNc1nc(N2CCN(C(=O)CCCCCCCCCCNC(=O)[C@H]([C@@H](C)CC)n3cc(CCCCCN)nn3)CC2)nc(N2CCN(C(=O)CCCCCCCCCCNC(=O)[C@H](CCCCN)n3cc(CCCC(=O)O)nn3)CC2)n1	1	-44	2	7	0.3	17	nt	39*	-30	nt	6
CC1=C(C(=O)OCC(C)C)C(c2cccs2)NC(=S)N1 (configuration not stated)	20	18	4	17	-0.3	-13	15	-8	-15	5	8
COc1cc2c(cc1O)C(SC)=NC(C)(C)C2	10	4	8	-16	-4.1	-5	-24	7	-6	-9	-3
C[C@H](NS(=O)(=O)c1ccc(Cl)cc1)C(=O)OCC(=O)NC(=O)Nc1ccc2c(c1)OCCO2	13	37	9	20	0.2	-12	-6	1	-14	-8	-7
O=C(CCCN1CCc2[nH]c3ccc(F)cc3c2C1)c1ccc(F)cc1	11	13	2	-4	2.7	-2	14	11	-2	2	-1
CCc1nnc(NC(=O)CN2C(=O)/C(=C/c3cc(OC)c(OC)c(OC)c3)SC2=S)s1	-1	0	-7	8	0.4	-5	6	-15	6	10	10
COc1cccc(C(=O)Cn2c(N3CCCCC3)nc3c2c(=O)n(C)c(=O)n3C)c1	2	12	-13	-3	-0.3	0	-9	5	14	-5	4
O=C(COC(=O)[C@H](Cc1ccccc1)NC(=O)c1ccco1)Nc1ccccc1	10	12	-3	13	-1.9	-8	11	1	9	-4	-3
COc1ccc(CCNC(=O)CCc2cn(C)c3ccccc23)c(OC)c1OC	8	-3	-9	3	0.2	6	17	-2	-24	13	8
O=C(Nc1ccc(F)cc1)N1CCN(CCc2ccccc2)CC1	-13	-1	1	4	-1.8	-8	-2	2	23	-3	4
CSc1nc(C)c(C(=O)Nc2ccccc2)c(-c2ccco2)c1C#N	9	-10	-4	0	0.1	-7	2	-4	8	27	-1
COC(=O)C1=NNC(C(=O)c2ccco2)C1c1ccc(OC)cc1 (configuration not stated)	10	9	-5	13	-2.5	-2	19	3	-17	-32	0
CN1OC(CC(=O)O)N(c2ccc(Cl)cc2)C1=O (configuration not stated)	-21	11	8	1	-1.3	-9	-5	5	-3	-2	-1
O=C(c1ccco1)N1CCN(C(=S)NC2CC3CCC2C3)CC1 (configuration not stated)	-7	-6	-1	4	0.8	0	5	-4	-1	2	1
COc1ccc(-c2noc(CN(C)Cc3ccc(C)o3)n2)cc1	-17	-16	-6	22	-0.6	6	-12	2	-3	-3	-4
O=C(CSc1nncs1)NC(=O)NC1CCCC1	-5	-1	-4	5	-1.3	-1	-4	3	4	-14	-4
CCc1ccc(CN2CCC(N3CCC(C(=O)N4CCCC4)CC3)CC2)o1	11	14	-3	5	0.2	-5	-7	-4	-12	25	-4
CC(C)CCCCCCCCCCCCC(=O)NCC(=O)NC1C(O)C(O)C(Nc2ncnc3nc[nH]c23)OC1C(O)CO (configuration not stated)	95*	93*	-12	5	0.6	0	nt	8	99*	nt	88*
O=C(O)C1CC=CCC1C(=O)NCCCN1CCCC1=O (configuration not stated)	9	-1	-2	5	-1.2	-9	7	-2	19	-7	1
Cc1ccc(NC(=O)CN(C)C(=O)CSc2ccc3c(c2)OCCO3)cc1	-19	-4	-10	14	0.4	-4	-19	-2	-3	4	0
Cc1cc(C)n2nc(S(=O)(=O)N(C)c3ccccc3)nc2n1	-23	6	1	-3	0.8	-17	-5	3	12	-5	-6
O=C(CSc1nc2c(c(=O)n1-c1ccc(Br)cc1)SCC2)Nc1nccs1	-7	11	6	3	-1.3	10	-2	6	16	-18	-6
Brc1cccc(OCCOCCn2ccnc2)c1	-11	14	-8	21	-1.5	-4	-8	3	-20	-13	1
COc1cc2[nH]c(=O)n(CCC(=O)NCCC(C)C)c(=O)c2cc1OC	-4	1	16	9	-1.5	-5	11	-1	4	-1	1
N#CCSc1ccccc1NC(=O)COC(=O)CCN1C(=O)C2CC=CCC2C1=O (configuration not stated)	-1	18	-2	0	0.2	-11	-16	5	0	-6	0
C=CCN(CC=C)C(=O)Nc1ccc2nc(C)sc2c1	19	-11	6	-5	0.2	-4	-8	18	-30	-35	8
CCSCc1nnc(SCC(=O)Nc2ccc(OC)cc2)n1C	4	15	3	7	-1.3	-14	3	0	2	5	7
CCc1ccc(C2=NN(CCC(=O)NC(C)c3ccc4c(c3)OCCO4)C(=O)CC2)cc1 (configuration not stated)	11	14	1	-2	4.0	-18	12	3	21	9	0
CCCCOC(=O)Nc1nc(C)c(C(=O)OCC)s1	-51	-18	1	-4	8.0	-11	-3	0	-21	-30	-12
CCc1ccc2nc(N3CCN(C(=O)C(C)(C)C)CC3)sc2c1	-14	-55	17	2	-0.9	-5	-23	-2	-38	-17	-9
CCn1c(=O)c2cc(C(=O)NCCOC)sc2c2ccccc21	7	-8	2	-1	-1.6	-8	0	1	1	-48	0
C=CCNCC(=O)N1N=C(c2ccc3ccccc3c2)CC1c1ccc(OC)cc1 (configuration not stated)	-8	8	-2	-4	8.9*	-8	7	16	-4	-17	5
COc1ccc(NC(=O)N(C)C[C@@H]2OCc3cn(nn3)CCCC(=O)N([C@@H](C)CO)C[C@H]2C)cc1	-7	5	-6	13	-0.4	-10	nt	-1	9	nt	1
CC1CC1C(=O)Nc1cc(C(F)(F)F)ccc1N1CCOCC1 (configuration not stated)	7	-9	-1	7	-0.6	-6	-6	4	10	27	-4
CC(C)CNC(=O)C1(C)CCCN1C(=O)c1ccc2ccccc2n1 (configuration not stated)	-9	1	nt	7	1.0	-7	7	1	11	-7	nt
O=C(NCCCC(=O)N1CCOCC1)c1cccnc1	-7	-11	-7	4	-1.0	0	7	0	-9	-4	0
C/C=C/c1ccc2c(c1)O[C@@H](CN(C)C(=O)c1ccc(F)cc1)[C@@H](C)CN([C@H](C)CO)S2(=O)=O	4	16	3	3	-2.4	-13	6	6	8	7	4
O=C1NN(c2ccccc2)C(=O)/C1=C/c1ccc(-c2ccc(Cl)c(C(=O)O)c2)o1	0	0	-3	-6	-0.7	-8	8	-2	-1	-13	-15
COc1ccc(C)cc1N(CC(=O)N1CCCCCC1)S(C)(=O)=O	-16	-3	6	4	-0.8	-10	5	-3	12	-16	-1
O=C(NCc1n[nH]c(=S)n1-c1ccc(Br)cc1)c1ccc(S(=O)(=O)N2CCOCC2)cc1	6	9	-5	15	-1.0	-8	-19	-3	3	20	5
Cc1cc(C(=O)OCC(=O)N2CCN(C(=O)c3ccco3)CC2)c(C)n1-c1ccc(F)cc1	2	-6	1	7	-0.7	-1	-11	5	-5	-3	-8
